High-throughput results deposited in PubChem by National Center for Advancing Translational Sciences (NCATS).
MmCpn inh: M. maripaludis TRiC chaperonin inhibition; purified Mm-Cpn ATPase, ADP Transcreener TR-FRET; Potency, µM (highest dose often 76.9 µM), without a hit: at the top dose activity, negative = inhibition, usual class: inhibitors; 0.031% of 330,000 active; AID 504842; note: potency is the fitted concentration of half-maximal effect; % is set by controls: 0 for no effect and ±100 for the full control effect; nearly all actives have a fitted effect of over 80% in size
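Reaction buffer contained 30 mM Tris pH 7.4, 100 mM KCl, 5 mM MgCl2 and 1 mM DTT. Mm-CPN (25 nM final) hydrolysed 10 uM ATP over 30 min at 37°C; ADP was read by HTRF.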
PLK1 PBD inh: PLK1 (human) polo-box domain binding inhibition | P53350 | Plk1 PBD binding of FITC phosphopeptide, fluorescence polarization | Potency, µM, for inactives: max response, negative = inhibition, actives largely listed as inhibitors | 2.8% of 360,000 active; note: potency is the fitted concentration of half-maximal effect; series mostly up to about 57 µM; % is set by controls: 0 for no effect and ±100 for the full control effect; nearly all actives have a fitted effect of over 65% in size
Target sequence (P53350 whole entry, looked up, the tested form may be a part): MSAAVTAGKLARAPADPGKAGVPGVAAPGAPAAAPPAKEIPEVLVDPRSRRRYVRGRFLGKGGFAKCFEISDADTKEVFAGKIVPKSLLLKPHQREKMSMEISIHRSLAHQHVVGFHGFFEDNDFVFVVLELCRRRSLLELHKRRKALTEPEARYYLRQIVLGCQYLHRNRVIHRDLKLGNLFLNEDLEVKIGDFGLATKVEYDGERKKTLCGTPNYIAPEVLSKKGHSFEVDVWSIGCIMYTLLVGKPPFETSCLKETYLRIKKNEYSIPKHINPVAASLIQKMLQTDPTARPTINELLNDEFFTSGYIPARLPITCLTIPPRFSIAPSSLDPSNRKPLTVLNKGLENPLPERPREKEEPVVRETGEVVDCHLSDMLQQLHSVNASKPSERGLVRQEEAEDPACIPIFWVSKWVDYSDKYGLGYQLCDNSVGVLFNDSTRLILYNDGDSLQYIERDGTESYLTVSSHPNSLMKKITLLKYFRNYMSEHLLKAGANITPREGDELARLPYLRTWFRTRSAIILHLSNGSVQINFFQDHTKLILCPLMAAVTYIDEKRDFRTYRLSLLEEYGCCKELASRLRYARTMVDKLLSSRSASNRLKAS
PI5P4K alpha inh: PI5P4K alpha (human) kinase inhibition; PI5P4Kalpha enzyme, ADP-Glo luminescence, 60 min; active compounds read low; 1.2% of 330,000 active; P48426; max response, %; active = max response of -50% or lower; inconclusive = between -30% and -50%; inactive = -30% or higher; note: value at the top dose of about 77 µM; % is set by controls: 0 for no effect and ±100 for the full control effect
Target sequence (P48426 whole entry, looked up): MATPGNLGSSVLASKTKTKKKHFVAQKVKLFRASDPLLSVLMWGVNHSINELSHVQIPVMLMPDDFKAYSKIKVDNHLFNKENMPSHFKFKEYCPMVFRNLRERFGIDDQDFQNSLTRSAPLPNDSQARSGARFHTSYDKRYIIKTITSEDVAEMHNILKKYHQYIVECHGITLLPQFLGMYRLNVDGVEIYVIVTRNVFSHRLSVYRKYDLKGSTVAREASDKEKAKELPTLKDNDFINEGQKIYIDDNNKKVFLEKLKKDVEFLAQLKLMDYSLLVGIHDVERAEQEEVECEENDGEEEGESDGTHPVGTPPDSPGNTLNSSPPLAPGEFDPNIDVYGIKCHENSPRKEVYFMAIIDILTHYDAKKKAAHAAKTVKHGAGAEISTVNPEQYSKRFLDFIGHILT
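ADP-Glo luminescence end-point after a 60 min room-temperature kinase reaction. PI5P4Kalpha and substrate in HEPES pH 7.4 buffer with EGTA, 0.1% CHAPS and 5% DMSO; ATP at 5 microM final.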
CCT chaperon mod: changes cytosolic chaperonin activity; purified chaperonin ATPase assay, HTRF ADP detection, 30 min; activity change, % (test concentration not listed), hits read low; 0.3% of 360,000 active; AID 651819; in the data active = activity change below about -30%; note: % is set by controls: 0 for no effect and ±100 for the full control effect
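Nucleotide hydrolysis assay: TRiC at 20–40 nM final (set by batch activity) with 10 uM ATP, 30 min at 37 °C, in presence of 76 uM compound. Detection by competitive ADP HTRF, 30 min ambient.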
EPAC2 antagonist: antagonists of human EPAC2; Q8WZA2; EPAC2 GEF exchange of Rap1B-BODIPY-GDP, fluorescence; Potency, µM (series often up to 114 µM), inactives show at the highest dose activity, negative = inhibition, hits mostly inhibitors; 0.18% of 360,000 active; note: potency is the fitted concentration of half-maximal effect; % is set by controls: 0 for no effect and ±100 for the full control effect; nearly all actives have a fitted effect of over 45% in size; many of its hits are not listed in these tables
EPAC1 antag: EPAC1 (human) antagonism | 0.14% of 360,000 active | AID 720709 | Potency, µM (doses to about 115 µM), without a hit: top-dose activity change, negative = inhibition, most hits filed as inhibitors | EPAC1 GEF assay, Rap1b-BODIPY-GDP exchange fluorescence | O95398;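 note: potency is the fitted concentration of half-maximal effect; plate controls were vehicle for no effect and positive control for full effect; nearly all actives have a fitted effect of over 50% in size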
EPAC1 ag: agonists of human EPAC1; O95398; EPAC1 agonist qHTS, biochemical assay; response scale: 100% = response to 6.5 mM cAMP; Potency, µM (doses to about 154 µM), for inactives: at the top dose activation, actives largely listed as activators; 0.073% of 360,000 active; AID 720707; note: potency is the fitted concentration of half-maximal effect; nearly all actives have a fitted effect of over 60% in size
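Read-out is the fluorescence drop as BODIPY-GDP leaves Rap1B (480 nm excitation, 540 nm emission), recorded every 5 minutes over 30 minutes. Reactions held 100 nM EPAC1, 250 nM Rap1B–BODIPY-GDP and 50 uM GDP, with 6.5 mM cAMP setting full activation.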
WRN inhibitor: blocks human WRN helicase; Q14191; WRN helicase unwinding, fluorescent forked duplex, kinetic; Potency, µM (doses to about 114 µM), inactives show at the highest dose activity change, negative = inhibition, actives largely listed as inhibitors; 0.46% of 360,000 active; AID 651768; note: potency is the fitted concentration of half-maximal effect; % is set by controls: 0 for no effect and ±100 for the full control effect; nearly all actives have a fitted effect of over 55% in size
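Screening of the MLSMR collection measured strand separation of a quenched forked DNA duplex (100 nM) by 20 nM WRN with 2 mM ATP, all final. Compounds were preincubated with enzyme 15 min at room temperature.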
Starred values were filed as active, the others as inactive; ? = inconclusive; . = no result given; [ ] = dose if it differs, or a comment. Unless noted, calls come from the whole dose curve; as a rule, active = well fitted curve in the direction sought with a large enough effect; inconclusive = small, poorly fitted or top-dose-only effect, or another doubt; inactive = no such curve, though single readings can be large; an effect the other way counts as inactive or inconclusive. These rows are one share of the data; rates above refer to the full screens.

SMILES	MmCpn inh	PLK1 PBD inh	PI5P4K alpha inh	CCT chaperon mod	EPAC2 antagonist	EPAC1 antag	EPAC1 ag	WRN inhibitor
C=CCOc1ccc(/C=C2\SC(N)=NC2=O)cc1OC	-3%	9%	-4	-0.5	3%	10%	-2%	-6%
Cc1cc(C(=O)CN2C(=O)C(=O)N(CCC3=CCCCC3)C2=O)c(C)n1C	1%	-2%	?	-0.3	6%	21%	19%	-6%
NC(=O)c1cc(S(=O)(=O)N2CCCCC2)cs1	-4%	1%	1	-4.5	6%	-5%	1%	-3%
Cc1c(C(=O)OCC(=O)Nc2c(C)n(C)n(-c3ccccc3)c2=O)oc2ccccc12	0%	-9%	-1	-2.1	-8%	-9%	1%	-35%[57.1 µM]
Cn1cc([C@@H]2C[C@H]3CN(C4CCCC4)C(=O)[C@]34CCCN24)c(-c2ccccc2)n1	2%	-6%	4	-0.2	-1%	7%	13%	9%
CC(NC(=O)c1ccccc1Cl)C(=O)OCc1cn2cc(Cl)ccc2n1 (configuration not stated)	3%	-10%	6	-4.0	4%	0%	9%	3%
CC(=O)C1C(c2ccc([N+](=O)[O-])cc2)C2C(C)=NN=C2CC1(C)O (configuration not stated)	3%	-7%	-9	-0.4	0%	0%	7%	-30%
CCOc1ccc(OCC(=O)Nc2ccc(OC)cc2)cc1	-1%	-26%	4	-4.8	-2%	-9%	-5%	14%
CCOc1ccc(-c2noc(-c3csc([C@@H]4C[C@H](O)[C@@H](CO)O4)n3)n2)cc1	.	-3%	0	1.5	7%	-9%	-4%	-11%
O=C(O)Cc1ccc(O)c(O)c1	-1%	-8%	-8	-1.0	-6%	-13%	-24%	-1%
CC(C)c1ccc(NC(=O)NC2CCN(CC(=O)Nc3cccc4ccccc34)CC2)cc1	-6%	-6%	2	-2.7	-2%	-12%	6%	-15%
COC(=O)[C@@]1(Sc2ccc(C)cc2)CC(=O)N(c2ccccc2)[C@@H]1c1ccccc1	.	3%	-1	0.5	-17%	-1%	-1%	-4%
Cc1ccc(-n2nc(C)c3c(C)c(CCC(=O)NCc4ccco4)c(C)nc32)cc1	-2%	-15%	0	-1.9	3%	?	-13%	3%
COc1ccc(S(=O)(=O)N2CCn3c2nc2ccccc23)cc1	1%	-5%	-2	2.0	5%	5%	-17%	-12%
CCOC(=O)c1c(-c2ccc(OC)cc2)csc1NC(=O)CCN1CCOCC1	-1%	-17%	-4	-4.3	-8%	-20%	7%	-11%
COc1ccc(CNC(=O)CN(C(=O)CCC(=O)Nc2nccs2)c2cccc(C)c2)cc1	1%	0%	1	1.6	-2%	?	-5%	-13%
COc1ccc(CCNC(=O)CN2CCN(c3cccc(Cl)c3)CC2)cc1OC	-3%	0%	.	1.1	-3%	-13%	14%	-1%
CCN1C(=O)[C@@H]2[C@@H](c3ccc(-c4ccc(Cl)c(Cl)c4)cc3)N3CCC[C@@]3(C(=O)OC)[C@@H]2C1=O	0%	-15%	-2	-0.6	3%	?	-2%	-10%
C/C(=N\NC(=O)c1nnn(-c2nonc2N)c1-c1cccs1)c1ccncc1	2%	-1%	0	1.6	-3%	?	7%	-2%
COc1ccc(C2C(C#N)=C(N)OC3=C2C(=O)CC(C)C3)c(OC)c1OC (configuration not stated)	-1%	-13%	-1	-0.9	-12%	-16%	10%	-1%
CC1CCc2c(sc3ncnc(NS(=O)(=O)c4cccs4)c23)C1 (configuration not stated)	0%	-8%	-55*	-2.0	?	10%	-5%	5%
O=C(O)CC(CC(=O)Nc1ccc(N2CCOCC2)cc1)c1ccccc1 (configuration not stated)	-1%	-10%	6	1.6	4%	15%	-8%	12%
CCOC(=O)/C(=N\Nc1ccccc1Cl)N1CCN(Cc2ccccc2)CC1	2%	0%	18	1.6	-5%	-3%	2%	2%
CC(C)(C)OC(=O)N1CCOCCOCCN(C(=O)OC(C)(C)C)CCOCC1	1%	-4%	9	-0.1	-8%	-6%	-6%	-8%
CCOC(=O)[C@H]1[C@H]2COc3ccc(Br)cc3[C@H]2N2C(=O)CN(Cc3ccc(C)cc3)C(=O)[C@@]12C	.	-23%	1	-0.2	4%	-29%	-22%	-7%
COC(=O)c1ccc(/C=N/NC(=O)CC(=O)NCC(C)C)cc1	?	-3%	0	0.7	-1%	3%	0%	-10%
COc1ccc(NC(=O)CCC(=O)c2ccc(-c3ccccc3)cc2)cc1	-1%	1%	-17	2.1	29%	10%	-3%	10%
CCOC(=O)C1CCN(C(=O)c2ccccc2NS(=O)(=O)c2ccccc2)CC1	0%	-5%	5	-2.6	10%	6%	-3%	-26%
C[C@H]1CN([C@@H](C)CO)C(=O)c2cc(NC(=O)c3ccncc3)ccc2O[C@H]1CN(C)Cc1ccc(C(=O)O)cc1	0%	-14%	3	0.4	1%	2%	1%	-8%
CN(Cc1ccccc1)S(=O)(=O)c1ccc(Cl)c(C(=O)OCC(=O)NC2CCS(=O)(=O)C2)c1 (configuration not stated)	1%	-2%	-4	2.2	-12%	-12%	15%	0%
COc1ccc(CCNC(N)=S)cc1OC	-1%	-9%	-5	-0.3	0%	-1%	8%	-16%
CN(C)S(=O)(=O)c1cccc(C(=O)Nc2ccccc2C(=O)NC2CC2)c1	-1%	-4%	-4	0.0	1%	3%	5%	-12%
O=C(OCc1ccccc1C(F)(F)F)c1ccc(Br)c(S(=O)(=O)N2CCOCC2)c1	.	-12%	1	-0.5	-20%	-6%	0%	-6%
CC(C)[C@H](NC(=O)C1CCN(S(=O)(=O)c2ccccc2)CC1)C(=O)NCc1ccccc1	0%	-9%	4	-1.0	1%	-1%	-11%	-10%
Cc1cccc(-n2c(SCC(=O)Nc3ccc4c(c3)OCO4)nnc2-c2ccoc2C)c1	0%	-5%	2	-2.3	-7%	-14%	0%	-9%
Cc1ccc([N+](=O)[O-])cc1NC(=O)C(Sc1ccccc1)c1ccccc1 (configuration not stated)	-1%	-2%	-8	-0.9	-2%	-17%	8%	-5%
O=C(NC(=S)Nc1ccc2c(c1)OCO2)c1ccc(Cl)cc1	-1%	-4%	11	1.1	1%	8%	4%	-4%
Cc1ccc2[nH]c(C(=O)N3CCN(c4cccc(Cl)c4)CC3)cc2c1	-3%	-5%	-1	-0.1	6%	9%	-5%	10%
COc1cc(C(=O)NCC(=O)N/N=C(C)\C=C\c2ccccc2)cc(OC)c1OC	1%	0%	-5	1.7	19%	7%	1%	6%
N=c1c(C(=O)NCC2CCCO2)cc2c(=O)n3ccccc3nc2n1Cc1ccccc1Cl (configuration not stated)	0%	?	0	-6.7	-2%	-27%	-13%	15%
Cc1cc(C(=O)N/N=C/c2ccc(O)c([N+](=O)[O-])c2)n[nH]1	0%	-5%	-20	0.7	3%	7%	-2%	-10%
CCN(CC)S(=O)(=O)c1cc(NC(=O)CCNC(=O)c2ccco2)ccc1C	-1%	-15%	3	-2.7	-13%	-1%	2%	-6%
CCOc1ccc(C(=O)NCC(=O)NCC2CCCCC2)cc1OCC	0%	-3%	2	-3.0	2%	-20%	-13%	5%
O=C1CCCC/C1=C/NCc1ccccc1	-1%	-7%	6	-2.6	3%	-7%	2%	-5%[57.1 µM]
CC(C)(C)n1nnnc1C(c1cccs1)N1CCCc2ccccc21 (configuration not stated)	.	-3%	5	0.2	-17%[57.1 µM]	-23%	0%	-10%
O=C(N/C(=C/c1cccnc1)C(=O)N1CCOCC1)c1ccccc1F	1%	0%	4	0.2	-2%	-1%	7%	3%
Cc1ccc(NS(=O)(=O)c2ccc(NC(=O)CSc3ccc(Cl)cc3)cc2)c(C)c1	1%	-14%	-5	0.7	4%	-11%	2%	6%
CCOC(=O)CSc1nc(=O)n2ccccc2n1	0%	-18%	1	-4.6	-5%	0%	1%	12%
O=c1cc(CN2CCCC2)c2c(ccc3ccccc32)o1	.	-5%	-1	0.2	-20%	-4%	3%	-9%
O=S(=O)(c1ccc2c(c1)OCCO2)N(Cc1ccc(F)cc1)Cc1nnc(-c2cccs2)o1	-1%	-13%	1	-0.6	-3%	4%	11%	-6%
O=C(Cn1c2c(c(-c3ccccc3Cl)cc1=O)CCC2)NCCCN1CCOCC1	-1%	2%	-5	-0.8	-6%	6%	8%	-3%
Cc1cccc(C(=O)OCC(=O)NC(C)CCc2ccccc2)c1 (configuration not stated)	2%	-2%	0	-4.1	-6%	-2%	4%	-4%
O=S1(=O)CCN(Cc2cccc(C(F)(F)F)c2)CC1	1%	-5%	15	0.0	32%[activator]	-2%	-14%	-15%
CC(C)(C)OC(=O)C[C@@H]1C/C=C\C[C@@H](CC(=O)N[C@@H](CO)Cc2ccccc2)C(=O)N2CCC[C@H]2COC1=O	1%	-2%	0	-0.8	-2%	-1%	-2%	1%
N#CCCN(C(=O)COC(=O)CNC(=O)C12CC3CC(CC(C3)C1)C2)c1ccccc1	-2%	0%	4	-0.5	14%	0%	-6%	10%
CCOc1ccc(CCNC(=O)C2CCCN(S(=O)(=O)c3c(C)n[nH]c3C)C2)cc1OCC (configuration not stated)	-2%	-27%	0	-1.0	12%	1%	-3%	7%
CCCC(=O)Nc1cc2c3c(c1)CCN3C(=O)CC2	2%	-6%	-13	2.0	0%	-1%	-7%	-6%[57.1 µM]
CC(=O)N1CCc2cc(S(=O)(=O)N3CCOCC3)ccc21	1%	-6%	1	-0.4	7%	-8%	3%	3%[57.1 µM]
CC(NC(=O)c1sc2ccccc2c1Cl)C1CCCO1 (configuration not stated)	-1%	-6%	14	-2.9	-27%	-19%	1%	-5%
CCCNS(=O)(=O)c1ccc2c(c1)CCCN2C(C)=O	0%	-10%	-3	-0.9	3%	-18%	0%	0%

Complete entries from above.
CCCC(=O)Nc1cc2c3c(c1)CCN3C(=O)CC2 is listed with MmCpn inh: 2%; PLK1 PBD inh: -6%; PI5P4K alpha inh: -13; CCT chaperon mod: 2.0; EPAC2 antagonist: 0%; EPAC1 antag: -1%; EPAC1 ag: -7%; WRN inhibitor: -6%[57.1 µM]
CCCNS(=O)(=O)c1ccc2c(c1)CCCN2C(C)=O is listed with MmCpn inh: 0%; PLK1 PBD inh: -10%; PI5P4K alpha inh: -3; CCT chaperon mod: -0.9; EPAC2 antagonist: 3%; EPAC1 antag: -18%; EPAC1 ag: 0%; WRN inhibitor: 0%
